CXXC DNA block: MLL CXXC-DNA interaction inhibition | MLL-CXXC / FITC-HOXA9 DNA fluorescence polarization | Q03164 | Potency, µM (doses to about 115 µM), without a hit: at the top dose activity change, negative = inhibition, actives largely listed as inhibitors | 290,000 compounds, 0.037% hits; active = well fitted inhibition curve with a large enough effect in the polarisation, with a control signal flat, not every such curve was filed as active; inconclusive = small, poorly fitted or top-dose-only effect, or effect the other way, or a change in a side signal; inactive = no such curve, though single readings can be large or run the other way; the % refers to the polarisation; also: potency is read from the fitted curve at half-maximal effect
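Fluorescence polarization: 7 uM MLL-CXXC (stock) preincubated 5 min with compounds, then 50 nM fluorescein-HOX-A9 DNA (stock) added; 30 min ambient. Buffer 50 mM Tris-HCl pH 7.5, 50 mM NaCl, 1 mM DTT, 0.05% BSA.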
TCR activator: T cell receptor activation. primary human leukocytes, anti-CD3, IL-2 HTRF, 48 h. Potency, µM (highest dose often 9.22 µM), inactives show at the highest dose activation of IL-2 secretion, most hits filed as activators. 330,000 tested, under 10 active. AID 504894; also: % of control where 0% means no effect
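48 hr co-incubation of compounds, a-CD3 beads and primary human leukocytes; IL-2 quantified homogeneously by HTRF with anti-IL-2 K and d2 conjugates.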
MBNL1-CUG inh: blocks human MBNL1 binding to CUG repeat RNA. Q9NR56. TR-FRET MBNL1-His/biotin-(CUG)12 binding, 665/545 ratio. Potency, µM (highest dose often 57.5 µM), inactives show at the top dose activity change, negative = inhibition, most hits filed as inhibitors. 280,000 compounds, 0.036% hits; active = well fitted inhibition curve with a large enough effect in the signal ratio, with a control signal flat, not every such curve was filed as active; inconclusive = small, poorly fitted or top-dose-only effect, or effect the other way, or a change in a side signal; inactive = no such curve, though single readings can be large or run the other way; the % refers to the signal ratio; also: potency is read from the fitted curve at half-maximal effect; % is scaled to controls: 0 for no effect and ±100 for the full control effect
Target sequence (Q9NR56 whole entry, looked up): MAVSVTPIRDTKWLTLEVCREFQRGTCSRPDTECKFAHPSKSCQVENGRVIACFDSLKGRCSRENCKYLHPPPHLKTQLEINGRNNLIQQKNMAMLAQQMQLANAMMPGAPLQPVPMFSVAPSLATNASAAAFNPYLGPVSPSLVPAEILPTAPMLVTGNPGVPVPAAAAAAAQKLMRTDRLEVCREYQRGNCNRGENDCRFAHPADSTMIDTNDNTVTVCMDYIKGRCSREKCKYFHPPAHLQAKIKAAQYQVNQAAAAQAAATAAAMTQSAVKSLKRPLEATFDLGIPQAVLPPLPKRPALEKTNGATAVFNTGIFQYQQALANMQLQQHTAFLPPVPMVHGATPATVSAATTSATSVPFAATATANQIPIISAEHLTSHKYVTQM
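TR-FRET readout: Ex 340 nm, 665/545 nm emission ratio, normalized to buffer-only (basal) and MBNL1-(CUG)12 controls. Complex of MBNL1-His with Biotin-(CUG)12, compounds 92 nM–58 uM, incubated 60 min at room temperature.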
S-ASM inh: human S-ASM enzyme inhibition | placental ASM, HMU-PC fluorogenic substrate, 60 min | Potency, µM (doses to about 57.5 µM), inactives show at the top dose activity change, negative = inhibition, actives largely listed as inhibitors | 340,000 compounds, 0.006% hits | P17405; also: potency is read from the fitted curve at half-maximal effect
Target sequence (P17405 47-631 limits assumed): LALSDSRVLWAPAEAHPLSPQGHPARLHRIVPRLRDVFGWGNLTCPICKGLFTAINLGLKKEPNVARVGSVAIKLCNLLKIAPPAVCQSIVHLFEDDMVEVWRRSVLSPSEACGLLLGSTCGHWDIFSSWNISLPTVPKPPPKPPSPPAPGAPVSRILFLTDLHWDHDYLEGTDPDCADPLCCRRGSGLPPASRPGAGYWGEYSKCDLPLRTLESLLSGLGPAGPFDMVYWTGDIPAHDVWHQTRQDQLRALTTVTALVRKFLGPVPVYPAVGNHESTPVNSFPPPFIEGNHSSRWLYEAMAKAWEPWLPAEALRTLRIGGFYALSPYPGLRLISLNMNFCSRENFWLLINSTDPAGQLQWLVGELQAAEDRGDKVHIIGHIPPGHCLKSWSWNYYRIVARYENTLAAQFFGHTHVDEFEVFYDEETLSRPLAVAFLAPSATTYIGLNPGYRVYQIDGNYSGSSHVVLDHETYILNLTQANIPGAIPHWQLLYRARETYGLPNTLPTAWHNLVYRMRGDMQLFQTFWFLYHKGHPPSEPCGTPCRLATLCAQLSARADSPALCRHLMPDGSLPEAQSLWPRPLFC
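Human placenta-derived ASM enzyme was preincubated with compound for 10 minutes at room temperature, then given fluorogenic substrate HMU-PC0 (9 uM final) for 60 minutes at 37 °C; a pH 10 stop preceded fluorescence reading at Ex 386/Em 447 nm.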
Integrin act MD: activates integrin-mediated alleviation for muscular dystrophy | alpha7betagal myoblasts, beta-gal FDG fluorescence, 48 h | Potency, µM (top dose mostly 38.3 µM), for the others: at the highest dose activation, most hits filed as activators | 350,000 compounds, 0.064% hits | AID 624291;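 also: potency is read from the fitted curve at half-maximal effect; 100% = response of the positive control SU9516; nearly all actives have a fitted effect of over 60% in size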
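Alpha7betagal+/- myoblasts (passage 13) were plated 16-24 hr, then exposed to compounds (1:260 dilution of DMSO stock) for 48 hours at 37C. After MPER lysis, β-galactosidase reporter activity was read as FDG fluorescence (ex 480/em 540) after 30 minutes.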
A-T KAP1 phos: potential ataxia-telangiectasia treatments restoring KAP-1 phosphorylation | Potency, µM (titrated, usually from 57.5 µM), for the others: at the top dose activation, usual class: activators | AID 485349 | […] A-T fibroblasts, KAP-1 phosphorylation AlphaLISA; neocarzinostatin DNA damage 30 min before lysis | 320,000 compounds, 0.19% hits; also: potency is read from the fitted curve at half-maximal effect; % of control where 0% means no effect; nearly all actives have a fitted effect of over 45% in size
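hTERT-immortalized A-T patient fibroblasts ([…]), 500 cells/well in OPTI-MEM, 1% FBS, got compounds for 60 min, then NCS for 30 min at 37C. Lysates were then assayed for phospho-KAP-1 by AlphaLISA (anti-pKAP1 donor, anti-KAP1 acceptor beads), 6 hr at 25C.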
TSHR antagonist: blocks TSH signaling through the human TSH receptor | P16473 | TSHR-expressing cells, TSH-stimulated cAMP HTRF, 2 h; stronger effect = lower value | activity change, negative = inhibition, % at 11.5 µM | 330,000 compounds, 0.2% hits;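 active = activity change below a set negative limit, meaning inhibition stronger than a set level, cut at about -70% in these data; inconclusive = activity change between two set negative limits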; also: % is scaled to controls: 0 for no effect and ±100 for the full control effect
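Antagonism was scored as loss of TSH-driven cAMP in TSHR cells, stimulated with 4nM TSH (EC80) for 2 hours at 37 deg C and detected by homogeneous HTRF competition immunoassay.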
Mito fusion yeast: mitochondrial division inhibition or fusion activation; S. cerevisiae fusion-defective mutant growth rescue, CellTiterGlo 48 h; Potency, µM (doses to about 46.1 µM), for the others: at the highest dose growth rescue (activation), hits mostly activators; 320,000 compounds, 0.23% hits; AID 485298;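 also: potency is read from the fitted curve at half-maximal effect; % of control where 0% means no effect; nearly all actives have a fitted effect of over 45% in size; temperature-sensitive fusion mutants such as fzo1-1 at 37 °C on non-fermentable ethanol glycerol medium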
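Growth-rescue viability read-out: after 48 h at the non-permissive 37C in glycerol/ethanol YPEG, yeast mitochondrial fusion mutants are measured by CellTiterGlo luminescence; compounds (23 nl pinned per well) restoring growth score as division inhibitors or fusion activators.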
Menin-MLL TR inh: menin-MLL binding inhibition, Texas Red mutant peptide; Potency, µM (top dose mostly 61.6 µM), without a hit: at the top dose FP activity change, negative = inhibition, most hits filed as inhibitors; 270,000 compounds, 0.23% hits; O00255; Menin + Texas Red MLL mutant peptide, fluorescence polarization; active = well fitted inhibition curve with a large enough effect in the polarisation, with a control signal flat, not every such curve was filed as active; inconclusive = small, poorly fitted or top-dose-only effect, or effect the other way, or a change in a side signal; inactive = no such curve, though single readings can be large or run the other way; the % refers to the polarisation; also: potency is read from the fitted curve at half-maximal effect; % of control where 0% means no effect; many of its hits are not listed in these tables
TSG101-PTAP inh: blocks PTAP/TSG101 interaction to inhibit HIV-1 budding | Q99816 | Fluorescence polarization, FITC-PTAP peptide / Tsg101 binding | Potency, µM (doses to about 115 µM), inactives show at the top dose activity change, negative = inhibition, most hits filed as inhibitors | 340,000 tested, under 10 active | AID 493005; active = well fitted inhibition curve with a large enough effect in the main read-out, with a control signal flat, not every such curve was filed as active; inconclusive = small, poorly fitted or top-dose-only effect, or effect the other way, or a change in a side signal; inactive = no such curve, though single readings can be large or run the other way; also: potency is read from the fitted curve at half-maximal effect; % of control where 0% means no effect
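Compounds were pin-transferred onto Tsg101 binding domain (10 uM final) in HEPES pH 7.5 buffer, then FITC-PTAP peptide was added at 50 nM final. After 20 min at RT, polarization reported peptide displacement across a qHTS concentration series.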
* marks the source's active call; other numbers are inactive results; ? = inconclusive; / = no result given; [ ] = dose if it differs, or a comment. Unless noted, calls follow the shape of the dose curve; as a rule, active = well fitted curve in the direction sought with a large enough effect; inconclusive = small, poorly fitted or top-dose-only effect, or another doubt; inactive = no such curve, though single readings can be large; an effect the other way counts as inactive or inconclusive. Some of the compounds tested, so the mix of outcomes need not match the whole.

SMILES	CXXC DNA block	TCR activator	MBNL1-CUG inh	S-ASM inh	Integrin act MD	A-T KAP1 phos	TSHR antagonist	Mito fusion yeast	Menin-MLL TR inh	TSG101-PTAP inh
O=C(COC(=O)COc1ccc(Cl)cc1Br)NC1CC1	/	1%	/	4%	15%	11%	5	/	/	-4%
COc1ccc(CN=CC2=C(O)CC(C)(C)CC2=O)cc1	0%	-1%	2%	3%	2%	15%	1	-4%	1%[11.7 µM]	1%
Cc1ccc(NS(=O)(=O)c2ccc(Cl)c(NC(=S)NC(=O)C3CCCCC3)c2)cc1Cl	1%	5%[46.1 µM]	4%	-15%	-21%	-10%	19	8%	-17%	-4%
O=C(N/N=C/c1c(F)c(F)c(F)c(F)c1F)c1cc(-c2ccccc2)nc2ccccc12	10%	-1%	2%	1%	14%	-7%	1	1%	?	-9%
CNCCOc1nc(N2CCOCC2)nc(C)c1[N+](=O)[O-]	11%	-4%[46.1 µM]	1%	-1%	19%	-7%	22	-1%	-2%	0%
COc1ccccc1C(=O)NC(=O)COC(=O)C1(C)CC1(Cl)Cl (centres undefined)	/	0%	/	-1%	-5%	1%	-7	2%	/	1%
O=C(NCc1ccccc1)c1cccc(NC(=O)c2ccccc2)c1	/	6%	/	-3%	10%	/	/	/	/	1%
CCOC(=O)c1ccc(NC(=O)c2ccccc2[N+](=O)[O-])cc1	-1%	6%[46.1 µM]	/	-1%	-12%	0%	-2	17%	16%	-10%
CC(C)(CC(=O)O)CC(=O)Nc1ccc(Oc2ccc(C(C)(C)C)cc2)nc1	-1%	12%	/	-1%	?	-5%	-11	3%	/	-5%
CCC(=O)Nc1cccc(-n2nnnc2SCC(=O)N2CCCCC2)c1	2%	3%	-2%	8%	-4%	-3%	6	2%	-11%	-7%
CCOc1cc(N2CCOCC2)c(OCC)cc1NC(=O)COC(=O)[C@H](Cc1c[nH]c2ccccc12)NC(C)=O	4%	1%	-1%	-2%	-23%	0%	5	-1%	-7%	0%
COc1ccc(-c2c(-c3ccsc3)oc3ccc(N4CCOCC4)cc23)cc1	/	0%	/	29%	0%	/	/	/	/	-1%
CN(C)S(=O)(=O)c1ccc(Cl)c(C(=O)NC2CCN(Cc3ccccc3)C2)c1 (centres undefined)	2%	-5%	0%	47%	-10%	-2%	7	0%	1%	-3%
CC(=O)Nc1nc(SCCCc2ccccc2)n[nH]1	1%	3%	-9%	-2%	11%	-1%	-3	1%	0%	1%
COc1ccc(C2CC(c3ccccc3)Nc3ncnn32)cc1 (centres undefined)	2%	-8%[46.1 µM]	-1%	6%	-3%	6%	3	-6%	-1%	-1%
CC1=C(C(=O)N2CCCC(C(=O)c3cccc(C(F)(F)F)c3)C2)OCCO1 (centres undefined)	-20%	-3%	3%	-2%	6%	-4%	-9	14%	-3%	-5%
O=C(N=C1SCC(=O)N1c1ccccc1Cl)c1ccccc1	18%	-2%	-5%	-1%	3%	-15%	-5	1%	21%	-1%
COc1ccc(S(=O)(=O)NCC2CCCO2)c(Cl)c1Cl (centres undefined)	-6%	1%	-5%	-3%	-19%	2%	-3	4%	-8%	-1%
O=C(NCC1COc2ccccc2O1)c1ccccc1 (centres undefined)	0%	1%	-2%	1%	6%[7.66 µM]	/	5	-1%	6%	2%
COc1ccccc1NC(NC(=O)c1ccccn1)C(Cl)(Cl)Cl (centres undefined)	3%	-2%[46.1 µM]	-3%	0%	-11%	-6%	-12	7%	14%	-2%
Cc1ccc([N+](=O)[O-])cc1NC(=O)Nc1ccc(S(N)(=O)=O)cc1	4%	-1%	?	-18%	26%	1%	8	-6%	30%	-2%
COc1ccccc1CN(C)C(=O)CN1CCN(C(=O)c2cccs2)CC1	/	2%	/	1%	9%	2%	34	0%	/	-5%
COC(=O)C1=C(C)N(CC2CC2)C(=O)N[C@H]1c1ccccc1	/	-1%	/	-9%	23%	/	/	/	-13%[11.7 µM]	-2%
CS(=O)c1ccc(-n2c(=O)n(Cc3ccccc3)c(=O)c3[nH]cnc32)cc1 (centres undefined)	9%	4%	-8%	-1%	-27%	-7%	?	10%	-14%	-1%
COc1cccc(NC(=O)CN(C)C(=O)CN2C(=O)c3ccc([N+](=O)[O-])cc3C2=O)c1	/	5%	/	-3%	44%	15%	-3	5%	/	1%
Cc1cc(C(=O)COC(=O)c2ccc(F)cc2F)c(C)n1C1CC1	/	1%	/	-1%	-20%	-8%	-12	2%	/	-1%
O=C1c2ccccc2-c2onc3ccc(N4CCCC4)c1c23	?	4%	/	-7%	-20%	-7%	-18	-3%	?	?
COc1ccc2oc(=O)cc(CN(C)Cc3ccccc3)c2c1	-4%	1%	13%	2%	-3%	3%	-8	7%	1%	-3%
C=CCNC(=O)c1cccc(C(F)(F)F)c1	5%	/	0%	-1%	-27%[7.66 µM]	/	-7	7%	24%	-7%
C[C@@H]1CC2OC(=O)[C@@]3(C)C(=O)CC[C@@](C)(C23)[C@@]1(O)CCc1ccoc1 (some centres undefined)	4%	-1%	1%	-5%	18%	3%	-2	-10%	24%	1%
CCOC(=O)C1(Cc2ccccc2C)CCCN(C(=O)CCC(=O)OC)C1 (centres undefined)	-8%	/	-2%	-4%	4%	1%	-7	5%	1%	1%
COc1ccc(C2C(C#N)=C(SCC(=O)Nc3ccc(C)cc3)NC3=C2C(=O)CC(C)(C)C3)cc1 (centres undefined)	-1%	8%	30%	148%[activator]	-6%	-8%	-4	-1%	-17%	0%
c1ccc2c(c1)ncc1cccn12	5%	1%	?	241%[activator]	-4%	13%	-9	0%	-6%	-8%
O=C(Cc1cccc(NC(=O)C2CCCN(C(=O)C3CC3)C2)c1)Nc1cccc(C(=O)N2CCOCC2)c1 (centres undefined)	/	-1%	/	-2%	17%	/	/	/	/	-3%
CCOc1ccc(NC(N)=O)cc1OCC	-3%	/	2%	1%	8%	-2%	-5	-1%	-12%	-9%
CCOc1cc(C2C3=C(CC(C)(C)CC3=O)N(CCOC)C3=C2C(=O)CC(C)(C)C3)ccc1OC	1%	-10%	24%	119%[activator]	3%	0%	-1	2%	-6%	-1%
O=C(O)CSCC(=O)N1N=C2/C(=C/c3ccccc3)CCCC2C1c1ccccc1 (centres undefined)	-3%	1%	4%	5%	7%	-8%	-10	-3%	2%	-2%
CCOC(=O)c1[nH]cnc1C(=O)Nc1ccncc1	-2%	3%	-9%	0%	-26%	0%	1	-3%	?	-2%
O=C(CSc1nncn1-c1cccnc1)Nc1cccc(C(F)(F)F)c1	1%	-4%	-6%	0%	0%	2%	-8	-3%	21%	-6%
C/C(Cn1nnc([N+](=O)[O-])n1)=N\NC(=O)c1ccccc1Cl	13%	9%	?	-1%	-5%	28%	-3	-3%	-13%	-1%
Cc1cc(C)c(S(=O)(=O)N(C)CC(=O)NC2CCCC2)c(C)c1	5%	0%	-2%	3%	19%	5%	1	0%	-21%	-9%
COc1ccc(-n2nc(C(=O)NCC(=O)N3CCCCC3)c3ccccc3c2=O)cc1	0%	4%	13%	-1%	-11%	0%	-10	3%	5%	-6%
CCOC(=O)C1CCCN(C(=O)c2ccc(CNc3c(N4CCC(C)CC4)c(=O)c3=O)cc2)C1 (centres undefined)	6%	12%	?	-1%	16%	5%	-1	-1%	7%	-1%
CC(=O)c1cccc(CN2CCN(CCc3ccccc3)C(CCO)C2)c1 (centres undefined)	-10%	6%	4%	5%	0%	4%	-1	-3%	-17%	0%
C[C@H]1COC(=O)[C@H](Cc2ccc(F)cc2)CC/C=C/C[C@@H](CC(=O)N[C@@H](CO)Cc2ccccc2)C(=O)N1	/	0%	/	-1%	-20%	3%	-2	/	/	0%
CCOc1nc(NCCc2ccc(OC)c(OC)c2)nc(NC(C)(C)CO)n1	-15%	0%	4%	8%	12%	1%	4	0%	/	-6%

Assay outcomes deposited in PubChem BioAssay by National Center for Advancing Translational Sciences (NCATS).
